Source: PubChem BioAssay (several laboratories)
AID2073 – inhibitors of Mint1-CaV2.2 protein interaction, biochemical, HTRF (AID 2073). HTRF protein-protein interaction, Mint1-CaV2.2; higher % means a stronger effect. one-dose inhibition, % at 20 µM; IC50 in µM for titrated hits. actives 0.19% (n = 290,000); in the data active means inhibition mostly above about 51%, no sharp cut-off; inconclusive means no clear call, values can overlap the other calls; inactive means mostly below about 53%; further: some results filed as inactive read as strong as hits
Large T inhibition – SV40 large T antigen inhibitors, biochemical (AID 1903). one-dose inhibition, % at 20 µM; IC50 in µM for titrated hits. SV40 large T antigen ATPase/helicase inhibition assay; higher % means a stronger effect. actives 0.39% (n = 310,000); in the data active means a potency from the dose series; inconclusive means inhibition mostly from about 32% at the one dose, without a potency; inactive means the rest, 99 in 100 with inhibition below about 32%; further: strong numbers were not always called active
GPR35 arrestin U2OS – GPR35 antagonists blocking zaprinast-driven arrestin recruitment, primary screen, imaging, U2OS, beta-arrestin-GFP, zaprinast agonist (AID 2058); U2OS GPR35 beta-arrestin-GFP translocation imaging, zaprinast antagonism; higher % means a stronger effect; actives 0.052% (n = 290,000); G-protein coupled receptor 35 (Homo sapiens); one-dose inhibition, % at 10 µM; IC50 in µM for titrated hits;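 active means inhibition of at least 50% with at least 30 cells and total cytoplasm GFP at most 10,000,000; inconclusive means under 30 cells or total GFP of 10,000,000 plus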
NS5 inhibitors – Dengue-2 NS5 methyltransferase inhibitors, primary screen, biochemical, confirmation dose response (AID 588689); Genome polyprotein (Dengue virus type 2 (strain 16681-PDK53)); Dengue-2 NS5 methyltransferase capping enzyme assay, biochemical; higher % means a stronger effect; inhibition, % at 25 µM; hits with a dose series show IC50 in µM; actives 0.3% (n = 340,000); in the data active means a potency from the dose series; inconclusive means inhibition above about 29% without an active follow-up result
GPR55 antagonists – GPR55 antagonists blocking LPI-driven arrestin recruitment, primary screen, imaging, U2OS, beta-arrestin-GFP, LPI agonist (AID 2013). U2OS GPR55 beta-arrestin-GFP translocation imaging, LPI antagonism; higher % means a stronger effect. actives 0.13% (n = 290,000). one-dose inhibition, % at 10 µM; IC50 in µM for titrated hits. G-protein coupled receptor 55 (Homo sapiens);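 active means spots per cell inhibited over 60%, with over 100 cells counted and total cytoplasm intensity under 500,000; inconclusive means wells with under 100 cells, flagged as likely toxic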;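 further: U2OS cells stably carrying GPR55 and arrestin-GFP stimulated by 5 µM LPI near EC80; imaged beta-arrestin-GFP aggregate spots per cell after agonist stimulation; plate controls were LPI-stimulated DMSO wells for no effect and DMSO wells without LPI for full effect; some results filed as inactive read as strong as hits; confirmed hits need IC50 under 10 µM and bright autofluorescent wells are also inconclusive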
GPR55 activation – GPR55 agonists via beta-arrestin recruitment, primary screen, imaging, U2OS cells, beta-arrestin-GFP redistribution (AID 1961); activation, % at 10 µM, or EC50 in µM where a hit was titrated; actives 0.048% (n = 290,000); U2OS GPR55 beta-arrestin-GFP redistribution imaging; higher % means a stronger effect;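 active means activation above 40% with more than 50 cells counted in the well; inconclusive means wells holding fewer than 50 cells, flagged as toxic or sparse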;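 further: U2OS osteosarcoma cells stably expressing GPR55 and beta-arrestin-GFP; plate controls were DMSO negative control for no effect and LPI positive control for full effect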
NTR1 ag – agonists of NTR1, primary screen, imaging, U2OS cells, beta-arrestin-GFP, high content (AID 493036); NTR1-U2OS beta-arrestin-GFP spot imaging, agonist mode; actives 0.17% (n = 330,000); activation, % at 20 µM;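 active means activation at or above 40% of the spot to cytoplasm intensity ratio, with at least 20 cells analyzed; inconclusive means wells under 20 cells, flagged as cytotoxic or low count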;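 further: 0% = DMSO without peptide and 100% = 100 nM NTR1 peptide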
Target sequence (P30989 whole entry, looked up): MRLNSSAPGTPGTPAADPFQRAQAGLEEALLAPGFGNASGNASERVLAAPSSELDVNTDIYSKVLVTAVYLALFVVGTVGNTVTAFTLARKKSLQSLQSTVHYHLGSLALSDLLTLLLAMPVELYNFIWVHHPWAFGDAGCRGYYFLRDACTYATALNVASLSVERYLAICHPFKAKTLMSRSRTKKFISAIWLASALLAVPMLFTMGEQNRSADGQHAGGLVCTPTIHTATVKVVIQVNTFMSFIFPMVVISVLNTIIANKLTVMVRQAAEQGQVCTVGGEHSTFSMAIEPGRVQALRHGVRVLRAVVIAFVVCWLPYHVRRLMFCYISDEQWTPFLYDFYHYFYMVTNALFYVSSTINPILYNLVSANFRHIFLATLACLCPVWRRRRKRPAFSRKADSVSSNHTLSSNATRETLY
MgcRacGAP inhibition – MgcRacGAP GTPase-activating activity inhibitors, confirmation, biochemical, ADP Hunter fluorescence; MgcRacGAP-stimulated Rac1 GTP hydrolysis, ADP Hunter fluorescence; higher % means a stronger effect; GST-tagged Rac1 F28L mutant substrate; Rac GTPase-activating protein 1 (Homo sapiens); actives 0.6% (n = 340,000); one-dose inhibition, % at 30 µM; IC50 in µM for titrated hits;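 active means first-screen hits whose inhibition reached a set limit at any dose in the follow-up dose series; inconclusive means inhibition above the set first-screen limit but never retested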;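 further: fluorescence reports GDP produced by GAP-driven GTP hydrolysis; strong numbers were not always called active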
Yfh1-depleted yeast – enhancers of respiration in Yfh1-depleted yeast, dose response, Friedreich's ataxia, plus single-dose screen (AID 1465); fold induction at 50 µM; hits with a dose series show EC50 in µM; actives 0.074% (n = 220,000); S. cerevisiae Yfh1-off respiration, WST-1 reduction, 72 h; higher fold induction means a stronger effect;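 active means fold induction of absorbance versus untreated yeast above a set limit, then at least 30% activation at any dose in follow-up; inconclusive means repeats straddling the limit, or above it without dose testing; inactive means fold induction below the set limit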;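 further: activators that raise dye reduction in frataxin-depleted yeast; strong numbers were not always called active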
NTR1 ag cell count 20 µM – second read-out of NTR1 ag, no call of its own (marks repeat the call); cell count; measured here: cell count, cytotoxicity flag
NS5 inhibitors pilot replicate – further read-out of NS5 inhibitors, marked with its call; inhibition, %; measured here: pilot screen replicate inhibition
* = called active by the depositor; i = inactive; ? = inconclusive; nt = no result given; & = joins results of further samples.

SMILES	AID2073	Large T inhibition	GPR35 arrestin U2OS	NS5 inhibitors	GPR55 antagonists	GPR55 activation	NTR1 ag	NTR1 ag cell count 20 µM	MgcRacGAP inhibition	Yfh1-depleted yeast	others
CCCCC(CC)CNC(=O)CCS(=O)(=O)c1cccc2nsnc12 (stereo not drawn)	4%	3%	-9%	-1%	20%	-0.1%	1.6	77	3%	i
CN(C)C(=O)C(CCN1CCC(O)(c2ccc(Cl)cc2)CC1)(c1ccccc1)c1ccccc1	4%	21%&5%	nt	-5%	35%	0.7%	1.7	60	4%	i
CCCC(=O)NC(c1cccs1)c1cc([N+](=O)[O-])c2cccnc2c1O (stereo not drawn)	39%	6%	-7%	-3%	6%	-0.3%	nt	nt	10%	21µM*
CC(C)(C)NC(=O)C(c1cccs1)N(Cc1ccco1)C(=O)c1csnn1 (stereo not drawn)	?	-3%	-3%	3%	-4%	-0.1%	-0.4	65	-4%	nt
CCOc1ccccc1NC(=O)CCCc1ccc(OC)c(C)c1	3%	-6%	3%	-2%	-8%	-0.1%	3.3	60	-8%	nt
Brc1ccc(C[n+]2ccccc2)cc1	nt	21%	nt	-5%	nt	nt	0.3	91	7%	nt
CC(Oc1ccc(Cl)cc1Cl)C(=O)Nc1ccc(S(=O)(=O)Nc2cnc3ccccc3n2)cc1 (stereo not drawn)	-15%	30%	-21%	nt	1%	0.2%	1.9	58	nt	i
CCC(C(=O)Nc1cnccn1)c1ccccc1 (stereo not drawn)	9%	-1%	0%	-3%	-2%	-0.1%	-3.1	67	2%	i
O=C(c1cccs1)N1CCN(C(=O)N2CCOCC2)CC1	-1%	21%	-7%	1%	1%	0.0%	-0.9	81	6%	i
O=C1N/C(=C\c2ccc(O)cc2)C(O)=C1C=NCc1ccccc1	0%	12µM*	-2%	-4%	2%	-0.3%	-0.3	68	13µM*	i
COc1cccc(CC(=O)NC2CCCN(Cc3ccc(Cl)cc3)C2)c1 (stereo not drawn)	4%	2%	11%	nt	-2%	0.7%	0.6	63	10%	nt
COc1cc(C(=O)N2CCNCC2)cc(OC)c1OC	10%	-4%	-1%	-4%	-8%	0.4%	-0.1	58	12%	nt
CCCOc1ccc(/C=N/NC(=S)Nc2ccccc2[N+](=O)[O-])c(O)c1	-11%	20%	5%	nt	-14%	1.5%	nt	nt	nt	i
CSc1nnc2c(n1)OC1(Nc3ccccc3-2)C(=O)Nc2ccccc21 (stereo not drawn)	-2%	3%	-1%	4%	18%	-0.3%	2.6	47	8%	i
O=C(CBr)N1CCc2ccccc2C(c2ccccc2)C1 (stereo not drawn)	2%	22%	-4%	-4%	12%	-0.1%	0.4	52	12%	i
Cc1ccc(Br)cc1S(=O)(=O)Nc1cccnc1	2%	9%	11%	-5%	13%	0.7%	-0.1	51	-10%	nt
COCCN1CCc2[nH]c(=S)[nH]c(=O)c2C1	0%	1%	-8%	-3%	-11%	0.1%	2.4	56	0%	i
COc1ccc(-c2noc(CCC(=O)Nc3cc(OC)ccc3OC)n2)cc1	-9%	-1%	-15%	-1%	9%	-0.2%	-0.3	68	-1%	i
CCn1c(SCC(=O)c2ccccc2)nnc1-c1ccoc1C	-11%	6%	4%	-7%	-10%	-1.0%	-2.3	84	8%	i
CCOC(=O)N1CCN(c2nc(C)cc(C(F)(F)F)n2)CC1	4%	4%	-7%	-2%	15%	-0.1%	1.2	84	5%	i
CCC(C)NC(=O)[C@H]1N2C(=O)c3c(ccc(OC)c3OC)C2SC1(C)C (stereo partly drawn)	8%	4%	21%	-3%	-2%	-0.1%	0.0	99	-4%	nt
COc1ccc(C2c3c(-c4ccccc4O)n[nH]c3C(=O)N2CCc2ccc(OC)c(OC)c2)cc1 (stereo not drawn)	9%	3%	1%	-5%	10%	0.2%	9.8	88	4%	i
Cc1cccc(C(=O)N2CCCC(N3CCN(c4ccc(F)cc4)CC3)C2)n1 (stereo not drawn)	8%	nt	32%	3%	10%	0.2%	1.1	51	-18%	nt
Cn1nc(-c2ccc(Cl)cc2)c2cc(C(=O)N3CCN(c4ccccc4)CC3)sc21	27%	1%	10%	-4%	7%	0.4%	6.0	61	8%	i
CCc1ccc(N2Cc3ccccc3C2)cc1	5%	7%	8%	2%	4%	-0.1%	1.2	67	10%	i
CN1CCN(CCOCCOc2c(Cl)cc(Cl)cc2Cl)CC1	nt	15%	nt	-16%	nt	nt	0.4	43	0%	nt
CCOC(=O)C(c1ccccc1)N1CCN(c2ccc(OC)cc2)CC1 (stereo not drawn)	-6%	28%	-15%	-5%	-1%	-0.2%	1.3	57	18%	i
CCCC(c1nnnn1CCOC)N1CCN(c2cccc(OC)c2)CC1 (stereo not drawn)	8%	12%	4%	-6%	7%	-0.2%	nt	nt	12%	i
COc1ccc(CN2C(=O)c3cccnc3C2=O)cc1S(=O)(=O)N1CC(C)Oc2ccccc21 (stereo not drawn)	11%	22%	14%	-6%	16%	0.2%	1.5	73	4%	nt
Cc1ccc(N2CCN(S(=O)(=O)c3c(C)nc4scc(C)n4c3=O)CC2)c(C)c1	0%	5%	-10%	4%	6%	-0.1%	2.3	64	9%	nt
O=S(=O)(NCc1ccco1)c1ccc2c(c1)Cc1ccccc1-2	15%	9%	9%	9%	-7%	-0.5%	3.2	74	4%	i
Cc1cc(NC(=O)c2cccc(Oc3ccccc3)c2)n[nH]1	-2%	9%	-7%	1%	15%	-0.2%	-0.8	38	14%	i
OC(COc1ccccc1)CN1CCOCC1 (stereo not drawn)	9%	3%	-6%	-1%	8%	-0.3%	2.3	40	0%	i
COc1ccc(CCC2CCNCC2)cc1	4%	8%	-5%	-3%	-8%	0.0%	-0.7	71	15%	nt
COc1cccc(CNC(=O)c2nnn(CC(=O)Nc3c(C)cccc3C)c2N)c1	0%	3%	9%	5%	14%	-0.2%	1.0	52	8%	nt
O=C(COC(=O)COc1ccccc1)NCCc1ccccc1	nt	3%	nt	-10%	nt	nt	0.1	81	11%	nt
COc1ccc(S(=O)(=O)n2cnc(C)c2)cc1	14%	-4%	2%	-5%	7%	0.6%	-0.2	52	6%	i
CC(=O)N1CCc2cc(S(=O)(=O)CCC(=O)NCCc3ccc(C)cc3)ccc21	-2%	2%	-9%	-4%	-4%	0.3%	5.1	41	8%	nt
COc1ccc(C2Oc3ccccc3N2C(C)=O)cc1 (stereo not drawn)	-10%	6%	6%	-5%	23%	-0.3%	-1.5	100	6%	i
COc1ccc(OC)c(NC(=O)/C=C/c2ccccc2[N+](=O)[O-])c1	-1%	-7%	-10%	-9%	12%	-0.3%	2.0	57	8%	i
O=C(Nn1c(=O)[nH]c2ccccc2c1=O)c1ccco1	3%	19%	-3%	2%	6%	-0.1%	-0.2	69	9%	i	NS5 inhibitors pilot replicate=-3.0
Nc1n[nH]c(N)c1N=Nc1ccccc1	-10%	28%	0%	-7%	-2%	-0.3%	0.0	31	19%	i
N/C(CC(=O)Nc1cc(C(F)(F)F)ccc1Cl)=N\O	2%	-1%	1%	-5%	-11%	-0.1%	0.8	70	4%	i
COCCCn1c(CCC(=O)O)ccc1-c1ccc(F)cc1	6%	15%	-1%	1%	6%	0.2%	-0.9	45	-2%	i
CCCS(=O)(=O)N1CCN(c2ccccc2F)CC1	-5%	7%	4%	-1%	1%	-0.3%	-0.3	37	4%	i
OCCNC(=S)c1ccccc1	4%	10%	-5%	12%	-3%	-0.3%	-0.7	53	-2%	i
CCN(C1CCCCC1)S(=O)(=O)c1ccc(S(=O)(=O)N(CC(=O)Nc2ccccc2)C2CC2)cc1	-7%	11%	-5%	1%	10%	0.0%	4.1	66	-10%	i
O=C1N/C(=C/c2cccn2-c2ccccc2)C(=O)N1c1cccc(Cl)c1	25%	-2%	-1%	9%	13%	0.2%	2.8	57	7%	i
COc1ccc(O[C@H]2C=C[C@@H](c3ccccc3)O[C@@H]2CO/N=C(\C)CCN2CCCCc3nc(C)c(C)cc32)cc1	2%	2%	-2%	nt	16%	0.3%	nt	nt	nt	nt
CCN(CC)CCn1c(NCc2ccco2)nc2ccccc21	6%	11%	8%	-2%	13%	-0.2%	1.9	58	8%	i
Cc1ccc(S(=O)(=O)N2[C@@H](c3ccccc3)C(C(=O)O)=CC[C@H]2c2cccc(Cl)c2)cc1	nt	24%	nt	-2%	nt	nt	4.9	95	5%	nt
CCCCn1c(N)c(N(CC)C(=O)c2ccc(C)cc2)c(=O)[nH]c1=O	3%	7%	0%	-2%	4%	-0.2%	12	42	6%	nt
O=C(Nc1ccc(C(=O)O)cc1)/C(=C\c1ccc2c(c1)OCO2)NC(=O)c1ccco1	0%	8%	-3%	-5%	-5%	1.2%	3.3	28	13%	i
COc1cc(C(=O)NCC(=O)OC(C)C(=O)Nc2ncc(Cl)cc2Cl)cc(OC)c1OC (stereo not drawn)	-7%	3%	-12%	-4%	-8%	0.0%	0.9	62	-4%	i
COc1cccc(-c2nc(CS(=O)(=O)CC(=O)NCCc3ccc(OC)cc3OC)c(C)o2)c1	10%	10%	-32%	0%	9%	-0.1%	1.1	77	3%	nt
CCn1nc(NC(=O)c2ccncc2)c2cc3cc(C)ccc3nc21	6%	3%	13%	9%	0%	0.5%	1.3	55	-4%	i
COc1ccc(CNC(=O)CNC(c2ccccc2)c2ccccc2)cc1OC	-2%	8%	-11%	1%	94%	-0.2%	-0.5	47	2%	nt

Taken from the results shown (2 entries):
SMILES	AID2073	Large T inhibition	GPR35 arrestin U2OS	NS5 inhibitors	GPR55 antagonists	GPR55 activation	NTR1 ag	NTR1 ag cell count 20 µM	MgcRacGAP inhibition	Yfh1-depleted yeast	others
OCCNC(=S)c1ccccc1	4%	10%	-5%	12%	-3%	-0.3%	-0.7	53	-2%	i
CCN(C1CCCCC1)S(=O)(=O)c1ccc(S(=O)(=O)N(CC(=O)Nc2ccccc2)C2CC2)cc1	-7%	11%	-5%	1%	10%	0.0%	4.1	66	-10%	i
